Ins promoter up: MIN6 insulin promoter up-regulation | MIN6 insulin promoter-GFP reporter, high-content imaging; hits give high values | AID 1625 | 190,000 tested, 0.3% active | z-score at 5 µM;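 active = z-score above 3 at 5 µM with at least 500 cells counted in the well; inconclusive = wells under 500 cells, flagged as cytotoxic or low count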
ER stress rescue: protection against thapsigargin-triggered cell killing – 384-well, CSM14.1, ATP luminescence, primary screen (AID 1222); cellular ATP content (survival), % at 20 µM, or EC50 in µM where a hit was titrated; CSM14.1 thapsigargin-induced death rescue, ATP luminescence; higher % means a stronger effect; 190,000 tested, under 10 active;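 active = EC50 below 50 µM in the dose-response confirmation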;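 also: death triggered by thapsigargin at about 15 µM added after 2 h compound pretreatment; cell ATP read after overnight thapsigargin exposure of roughly 18 to 22 hours; normalized against plate controls of thapsigargin alone and 5% DMSO vehicle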
Lipid droplet: hepatic lipid droplet formation modulation. 240,000 tested, 0.4% active. inhibition, % at 6.5 µM. AML12 mouse hepatocytes, oleate lipid droplets, BODIPY imaging;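 active = lipid droplet intensity inhibited by at least 50%, with more than 500 cells counted; inconclusive = wells with under 300 cells, treated as cytotoxic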
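Material: mouse AML12 hepatocyte cell line, fixed after treatment; Timing: compound with oleate, overnight; Technique: high-content imaging of BODIPY-stained droplets and DAPI nuclei; Probe or stimulus: oleate, 100 µM final; Dosing: compound at 6.5 µM only.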
Autophagy mod: autophagy modulation, high-content screen. MEF GFP-LC3 puncta imaging; test concentration mostly 10 µM. calls only at 10 µM (by protocol). 190,000 tested, 0.98% active. AID 463193;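 active = percentage of spot-positive cells more than 3 SD above its plate mean, without a fluorescence outlier flag or 80% toxicity; inconclusive = no clear call, values can overlap the other calls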;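 also: spot-positive cell cutoff set from DMSO-treated cells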
XIAP antagonists: XIAP antagonists, biochemical, IAP family, fluorescence polarization (AID 1018). XIAP BIR domain, fluorescence polarization peptide displacement; higher % means a stronger effect. one-dose displacement, % at 20 µM; IC50 in µM for titrated hits. 200,000 tested, 0.007% active; in the data active = displacement above about 50%; also: a part of the inactive calls stands beside numbers as strong as those of hits
MT stabilize HCS: stabilizes microtubules in HeLa cells | HeLa tubulin immunostaining HCS, 24 h; share of cells brighter than vehicle mean+2SD | % tubulin-high responders, % at 10 µM | 200,000 tested, 0.83% active | AID 2205;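 active = plate Z-score above 3 for both tubulin-high and condensed-nucleus cell shares, with cell loss under 80%, at 10 µM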;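 also: anti alpha tubulin signal scored within the nucleus-defined area of each cell; some results filed as inactive read as strong as hits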
WT yeast gro inh: growth inhibition of WT yeast, mitochondrial fusion screen | inhibition, % at 10 µM | 190,000 tested, 2.1% active | mitochondrial fusion phenotypic screen, WT strain; in the data active = inhibition above about 58%; tested in S. cerevisiae
bCat nuc transl: beta-catenin nuclear translocation modulation. HeLa beta-catenin nuclear translocation, immunofluorescence imaging. nuclear translocation activity, % at 5 µM. 190,000 tested, 0.3% active;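 active = nuclear translocation activity above 50% at 5 µM, with a well cell count of 50 or more; inconclusive = wells under 50 cells across six images, flagged as toxic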;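 also: per-cell ratio of nuclear to cytoplasmic median beta-catenin stain intensity; plate controls were DMSO negative control for no effect and GSK-3 inhibitor IX positive control for full effect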
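Assay system: human HeLa cells, native beta-catenin; doses: 5 µM primary, 0.02–20 µM confirmation; incubation: compound treatment 24 h, 37°C, 5% CO2; technique: fluorescence imaging of beta-catenin antibody stain plus DAPI; measure: % activation, nuclear-to-cytoplasmic median beta-catenin signal ratio per cell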
Dynein cargo inh: dynein cargo transport inhibition. 3617.4 mouse cells, GR-EGFP nuclear translocation imaging; test concentration mostly 20 µM; stimulated with dexamethasone, 1 µM; hits give low values. z-score, hits read low. 220,000 tested, 0.47% active;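 active = plate z-score of nuclear minus cytoplasmic receptor signal below a set negative limit, without overly bright fluorescence or cell loss, cut at about -3.5 in these data, passing the limit was not always enough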;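 also: z-score of nuclear minus cytoplasmic ring GR-EGFP intensity difference per well; some compounds called inactive have numbers as strong as hits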
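Buffer or medium: tet-free, stripped-serum medium; reagent: dexamethasone at 1.0 µM final, 30 min; incubation: 48 h induction, 1 h compound, 30 min dex at 37 °C; measured by: formaldehyde fixation, Hoechst nuclear stain, 10x automated fluorescence imaging; read-out: nuclear-to-cytoplasmic GR-EGFP distribution per well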
WT yeast gro inh mutant strain: further read-out of WT yeast gro inh, marked with its call; inhibition, %; mitochondrial fusion phenotypic screen, mutant strain inhibition
Dynein cargo inh cytoplasmic EGFP: also measured in Dynein cargo inh; calls as there; z-score; measured here: cytoplasmic GR-EGFP intensity; hits give high values
Dynein cargo inh nuclear GR-EGFP: recorded beside Dynein cargo inh, whose call it bears; z-score; measured here: nuclear GR-EGFP intensity;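 lower value marks the stronger effect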
Dynein cargo inh cell count: second read-out of Dynein cargo inh, no call of its own (marks repeat the call); z-score; measured here: cell count per field
Ins promoter up cell count: second read-out of Ins promoter up, no call of its own (marks repeat the call); cell count; measured here: cytotoxicity, nuclei count;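 total cells summed across four imaged fields per well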
Lipid droplet cells 6.5 µM: also measured in Lipid droplet; calls as there; cell count; measured here: cell count, cytotoxicity flag;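 cells counted across two imaged fields per well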
bCat nuc transl cell count 5 µM: second read-out of bCat nuc transl, no call of its own (marks repeat the call); cell count; measured here: cell count, cytotoxicity flag
MT stabilize HCS Hoechst-high %: further read-out of MT stabilize HCS, marked with its call; % Hoechst-high responders; measured here: nuclear condensation Hoechst responders;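 share of cells brighter than vehicle mean plus two SD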
MT stabilize HCS cytotoxicity %: second read-out of MT stabilize HCS, no call of its own (marks repeat the call); toxicity, %; measured here: cytotoxicity by cell density;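 0% = mean cell density of plate MIN control wells and 100% = no cells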
Autophagy mod cell loss 18 h: also measured in Autophagy mod; calls as there; toxicity, %; measured here: cell loss, nuclei count;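 cell loss after 18 h compound exposure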
* = called active by the depositor; i = inactive; ? = inconclusive; . = not tested or not shown.

SMILES	MT stabilize HCS	MT stabilize HCS cytotoxicity %	Ins promoter up cell count	Ins promoter up	Dynein cargo inh cytoplasmic EGFP	WT yeast gro inh mutant strain	MT stabilize HCS Hoechst-high %	Autophagy mod	Lipid droplet	WT yeast gro inh	Autophagy mod cell loss 18 h	Dynein cargo inh nuclear GR-EGFP	Dynein cargo inh cell count	bCat nuc transl	Dynein cargo inh	XIAP antagonists	bCat nuc transl cell count 5 µM	ER stress rescue	Lipid droplet cells 6.5 µM
O=C(O)CCC(=O)NNC(=O)CCC(=O)Nc1ccccc1	3.8	5.2	1529	0.62	-0.17	3	1.6	i	2	-11	-11	-0.06	-0.31	0.5	-0.33	-16%	1356	-0.7%	725
COC(=O)c1sc(S(=O)(=O)N2CCC(C(=O)O)CC2)c(C(=O)OC)c1C	1.5	5.6	943	-0.85	-0.065	4	1.8	i	-1	1	23	0.73	0.23	5.8	0.58	-5.3%	1063	0.5%	782
O=C(Nc1nc(-c2ccc3c(c2)OCO3)cs1)c1ccncc1	5.1	6.4	930	-4.1	-0.32	-10	3.7	i	.	-3	3	-0.13	0.55	-3.5	-0.5	-0.8%	988	2.1%	.
CC(C)(C)C(=O)Cn1ncc(Br)c(Br)c1=O	5.1	13	.	?	1.8*	16	2.5	i	-3	9	-22	-2.6*	0.38*	0.4	-4.4*	-7.7%	1450	-4.0%	689
O=C(Nc1cc(S(=O)(=O)N2CCCC2)ccc1OCC(F)(F)F)c1ccc(F)cc1	2.9	9.0	1232	-0.13	-0.17	-3	2.7	i	16	-8	0	-0.53	1.1	1.4	-0.78	-6.3%	885	-1.4%	691
Cc1ccc(N(C(=O)CC2NC(=O)NC2=O)C2(C(=O)NC3CCCC3)CCCCC2)cc1 (stereo not drawn)	3.2	5.9	1712	0.7	-0.15	9	3.4	i	-4	15	-48	0.15	0.64	0.1	-1.2	-6.8%	1064	-0.2%	660
Cc1ccccc1Oc1ccc(S(=O)(=O)NCCC(=O)O)cc1	4.9	8.1	1862	-0.33	0.79	1	2.8	i	2	11	2	1.3	-1.1	-1.0	1.3	-3.5%	1050	0.8%	590
CC(=O)N1CCN(CC(O)COc2ccc(OCc3ccccc3)cc2)CC1 (stereo not drawn)	2.8	4.6	1218	-0.35	-0.2	-21	1.5	i	-23	-4	-3	-0.049	0.33	.	-0.58	-1.1%	.	-1.1%	773
CSc1ccccc1C(=O)C1CCCN(S(=O)(=O)c2c(C)noc2C)C1 (stereo not drawn)	2.7	6.0	1499	0.35	-0.12	0	3.1	i	-32	-14	-10	0.73	-0.96	-0.4	0.19	-7.1%	997	-1.2%	703
COC(=O)c1ccc(-c2nc(O)c3cnccn23)cc1	3.5	8.6	1524	0.26	-0.4	-3	1.3	i	.	0	5	0.73	0.0089	1.0	0.82	-6.7%	1334	-1.1%	.
CCC(C(=O)Nc1ccc2c(c1)OCCO2)c1ccccc1 (stereo not drawn)	1.6	3.1	1547	0.88	-0.24	-12	1.6	i	5	-3	25	0.38	0.52	-5.4	0.26	-2.5%	1150	-1.3%	726
O=C(CS(=O)(=O)c1c[nH]c2ccccc12)N1CCc2ccccc21	2.3	8.8	1391	0.11	0.22	0	2.0	i	-12	-3	-3	-0.13	0.62	-1.0	-0.85	-1.6%	1147	-2.5%	671
CC1CCN(C(=O)CSc2nc3[nH]ncc3c(=O)[nH]2)CC1	4.9	3.9	1519	-0.12	0.069	1	2.8	i	11	-1	11	1.3	-1.4	-0.6	1.7	8.9%	1148	-1.2%	654
O=C(N/N=C/c1c[nH]c2ccccc12)c1cc(-c2cccc3ccccc23)n[nH]1	27*	77*	1327	0.24	0.029	-17	11*	i	19	0	-3	1	-1.3	42	1.4	1.5%	628	-3.6%	672
Cn1cccc1/C=N/NC(=O)Cc1cccc2ccccc12	2.1	0.4	.	.	-0.29	11	1.3	i	-13	11	-34	-0.24	0.64	-4.1	-0.63	-5.0%	730	-0.6%	708
COc1cc([N+](=O)[O-])cc(/C=N/NC(=O)Cn2cncn2)c1O	.	.	1377	-0.37	-0.19	.	.	.	-2	.	.	-0.087	0.1	2.3	-0.26	.	1205	.	761
CC(=O)Nc1ccc(CN2CCN(C3CCCC3)C(CCO)C2)cc1 (stereo not drawn)	2.7	4.3	1549	0.11	-0.3	13	2.2	i	-2	4	-4	-0.18	0.62	-3.3	0.057	-8.5%	1019	-1.4%	716
CCOc1ccc(Cl)cc1CN1CCOCC1	2.6	8.4	.	.	0.0048	-21	1.5	i	-7	-26	11	-0.0049	0.45	-1.5	-0.61	-5.5%	869	-0.3%	794
O=C(CCc1ccccc1)N/N=C/c1cccc([N+](=O)[O-])c1	1.2	1.9	1407	0.19	-0.14	-23	1.1	i	-7	-4	-13	-0.13	0.75	1.0	-0.68	0.1%	1041	-0.9%	740
S=C1NCCc2ccc(Cl)cc2C1c1ccccc1 (stereo not drawn)	1.8	3.6	.	.	-0.24	62*	1.3	i	-34	71*	-1	-0.13	-0.95	1.4	-0.39	-1.9%	1092	-1.3%	707
O=C(NCC1CCCO1)C(Cc1ccccc1)N1C(=O)C2C3C=CC(C4CC34)C2C1=O (stereo not drawn)	1.5	5.3	1535	0.15	-0.3	10	1.7	i	0	4	-31	0.06	0.55	2.0	-0.27	-3.3%	993	-0.2%	662
CCN(CC)C(=O)C12C(=O)Oc3ccccc3C1C2(C)C(=O)c1ccc(F)cc1 (stereo not drawn)	.	.	1084	-0.04	-0.26	.	.	.	0	.	.	-0.19	0.3	-0.7	-0.38	.	1324	.	757
COC(=O)c1c(NC(=O)C2CC=CCC2C(=O)O)sc(C)c1C (stereo not drawn)	1.9	5.2	834	0.01	-0.1	9	1.0	i	0	10	-4	0.42	-0.2	.	0.44	-8.8%	.	-1.2%	772
CC(C)CCOCC(O)CCC(=O)NNC(=S)Nc1ccccc1 (stereo not drawn)	4.6	5.7	1570	0.77	-0.28	8	2.3	i	0	4	-1	0.054	0.7	0.8	0.031	-3.1%	1049	-0.1%	671

3 compounds out of the list, ordered by molecular weight, ascending:
SMILES	MT stabilize HCS	MT stabilize HCS cytotoxicity %	Ins promoter up cell count	Ins promoter up	Dynein cargo inh cytoplasmic EGFP	WT yeast gro inh mutant strain	MT stabilize HCS Hoechst-high %	Autophagy mod	Lipid droplet	WT yeast gro inh	Autophagy mod cell loss 18 h	Dynein cargo inh nuclear GR-EGFP	Dynein cargo inh cell count	bCat nuc transl	Dynein cargo inh	XIAP antagonists	bCat nuc transl cell count 5 µM	ER stress rescue	Lipid droplet cells 6.5 µM
S=C1NCCc2ccc(Cl)cc2C1c1ccccc1 (stereo not drawn)	1.8	3.6	.	.	-0.24	62*	1.3	i	-34	71*	-1	-0.13	-0.95	1.4	-0.39	-1.9%	1092	-1.3%	707
O=C(CCc1ccccc1)N/N=C/c1cccc([N+](=O)[O-])c1	1.2	1.9	1407	0.19	-0.14	-23	1.1	i	-7	-4	-13	-0.13	0.75	1.0	-0.68	0.1%	1041	-0.9%	740
O=C(NCC1CCCO1)C(Cc1ccccc1)N1C(=O)C2C3C=CC(C4CC34)C2C1=O (stereo not drawn)	1.5	5.3	1535	0.15	-0.3	10	1.7	i	0	4	-31	0.06	0.55	2.0	-0.27	-3.3%	993	-0.2%	662

Following part:
SMILES	MT stabilize HCS	MT stabilize HCS cytotoxicity %	Ins promoter up cell count	Ins promoter up	Dynein cargo inh cytoplasmic EGFP	WT yeast gro inh mutant strain	MT stabilize HCS Hoechst-high %	Autophagy mod	Lipid droplet	WT yeast gro inh	Autophagy mod cell loss 18 h	Dynein cargo inh nuclear GR-EGFP	Dynein cargo inh cell count	bCat nuc transl	Dynein cargo inh	XIAP antagonists	bCat nuc transl cell count 5 µM	ER stress rescue	Lipid droplet cells 6.5 µM
O=C(Oc1ccccc1/C=C\C(=O)c1cc2ccccc2o1)c1cccc(F)c1	5.7	10	1100	2	0.35	3	2.0	i	6	38	6	0.56	-1.4	-0.1	0.49	-6.5%	1114	-1.0%	538
CCOC(=O)Cn1cnc2c(nnn2Cc2ccc(Cl)cc2)c1=O	2.2	2.5	1504	0.52	-0.2	-18	1.8	i	.	1	-15	-0.26	0.66	1.2	-0.87	-3.2%	1394	-1.0%	.
COc1ccc2nc3oc(C(=O)N4CCN(c5ccccc5F)CC4)cc3cc2c1	7.8	5.0	1812	-0.04	-0.29	-9	3.5	i	12	1	0	-0.1	0.22	3.2	-0.45	0.8%	947	-3.2%	659
Cc1oc2ccc(OCc3ccc(Cl)cc3)cc2c1C(=O)O	.	.	1044	-0.39	-0.027	.	.	.	1	.	.	-0.37	1.4	-0.9	-0.73	.	1341	.	689
Cc1[nH]nc2c1C(c1ccccn1)N(c1ccc(Br)cc1)C2=O (stereo not drawn)	1.6	13	1328	0.3	-0.38	-6	2.5	i	-18	-10	9	-0.068	0.054	-4.5	0.17	-3.5%	1336	-3.1%	697

High-throughput results as filed in PubChem BioAssay.
